Scp1 inh: blocks human Scp-1 phosphatase activity; inhibition, % at 20 µM; 340,000 compounds, 0.88% hits; Recombinant Scp1, phosphopeptide, malachite green phosphate absorbance;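 active = inhibition above about 50% at 20 µM, limit read from the data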;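 also: plate controls were DMSO wells with enzyme for no effect and wells lacking enzyme for full effect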
Target sequence (Q9GZU7 76-261 limits assumed): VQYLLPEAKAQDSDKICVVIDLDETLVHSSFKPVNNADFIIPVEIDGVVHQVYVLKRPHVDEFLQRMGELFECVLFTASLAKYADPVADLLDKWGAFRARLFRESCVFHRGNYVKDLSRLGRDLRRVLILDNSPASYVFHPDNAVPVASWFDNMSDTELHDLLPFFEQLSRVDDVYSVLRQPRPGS
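Test system: SCP-1 phosphatase catalytic domain, residues 76-261 | Compound dosing: One concentration, 20 µM, with 1.0% DMSO | Schedule: 45 min room-temperature reaction, 5 min colour, 30 min stabiliser | Detection: Absorbance at 630 nm | Read-out basis: % inhibition of SCP-1 phosphate liberation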
NadD block: inhibitors of Staphylococcus aureus NadD. purified NadD enzyme, colorimetric absorbance read-out. inhibition, % at 20 µM. 360,000 compounds, 0.78% hits; in the data active = inhibition above about 26%; also: some compounds past the cut are filed as inactive
STEP inh: STEP (human) phosphatase inhibition. AID 588621. inhibition, % at 20 µM. P54829. recombinant STEP, OMFP fluorogenic substrate, fluorescence. 360,000 compounds, 0.25% hits;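 active = inhibition at 20 µM, scaled per plate between control wells, above about 37%, limit read from the data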;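 also: 0% = DMSO with enzyme and substrate and 100% = substrate only without enzyme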
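Assay system: isolated STEP enzyme / Timing: 20 min at room temperature, dark / Doses: 20 µM, 1% DMSO / Technique: fluorescence intensity, excitation 480 nm, emission 540 nm / Reagent: fluorogenic phosphatase substrate OMFP at 25 µM final / Measure: percent inhibition scaled to no-enzyme and uninhibited-enzyme controls, plate-pattern corrected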
DNMT1 inh: blocks human DNA methyltransferase DNMT1; P26358; DNMT1 molecular beacon, Hinp1I cleavage, fluorescence; inhibition (reported as % activation of signal), % at 10 µM; 360,000 compounds, 0.83% hits; AID 588458; in the data active = inhibition above about 50%
SUMO1 PPI mod: modulators of human SUMO1-mediated protein-protein interactions; P63165; SUMO1 binding to a labelled peptide, TR-FRET, 1 h; inhibition, % at 20 µM; 360,000 compounds, 0.33% hits; in the data active = inhibition above about 37%
Target sequence (P63165 whole entry, looked up): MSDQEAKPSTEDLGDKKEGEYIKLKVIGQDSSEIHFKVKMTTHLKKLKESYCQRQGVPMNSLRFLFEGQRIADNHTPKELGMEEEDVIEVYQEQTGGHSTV
Tb MetRS inh: Trypanosoma brucei MetRS inhibition; inhibition, % at 11.9 µM; 360,000 compounds, 0.4% hits; AID 624268; purified T. brucei MetRS, ATP depletion, Kinase-Glo luminescence;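 active = inhibition above a per-plate cutoff of the control wells' mean inhibition plus 3 SD, cut at about 5.5% in these data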;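 also: 0% = DMSO wells median and 100% = median of wells with control inhibitor compound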
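System: purified T. brucei MetRS enzyme / Detection: Kinase-Glo luciferase luminescence reporting remaining unconsumed ATP / Medium: HEPES buffer with MgCl2, KCl, DTT, spermine, BSA, pyrophosphatase / Replication: singlicate, one well per compound / Evaluation: percent inhibition relative to median high and low control wells / Schedule: 2 h aminoacylation at 25 °C after 15 min preincubation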
Rpn11 inh: inhibitors of human proteasome Rpn11. AID 588493. human 26S proteasome, Ub4-pepOG fluorescence polarization; 20S core pre-blocked with epoxomicin. 360,000 compounds, 0.59% hits. calls only at 20 µM. O00487;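 active = inhibition at 20 µM, scaled to each plate's controls, above about 33%, limit read from the data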
Target sequence (O00487 whole entry, looked up): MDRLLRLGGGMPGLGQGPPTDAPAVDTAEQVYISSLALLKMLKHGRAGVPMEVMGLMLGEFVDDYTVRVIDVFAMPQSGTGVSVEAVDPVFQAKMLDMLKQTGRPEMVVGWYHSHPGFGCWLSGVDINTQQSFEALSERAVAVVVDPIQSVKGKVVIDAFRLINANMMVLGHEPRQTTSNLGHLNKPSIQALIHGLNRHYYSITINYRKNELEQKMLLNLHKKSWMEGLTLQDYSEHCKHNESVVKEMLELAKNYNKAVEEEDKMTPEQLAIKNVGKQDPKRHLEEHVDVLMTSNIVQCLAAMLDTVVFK
LMPTP block: LMPTP (human) inhibition; inhibition, % at 20 µM; recombinant LMPTP-A, OMFP fluorogenic substrate, fluorescence intensity; AID 651560; 360,000 compounds, 0.22% hits; P24666;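 active = compounds that cut the enzyme signal by at least half of the control window in the single-dose screen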;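 also: plate controls were DMSO wells with enzyme plus substrate for no effect and substrate without enzyme for full effect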
Target sequence (P24666 whole entry, looked up): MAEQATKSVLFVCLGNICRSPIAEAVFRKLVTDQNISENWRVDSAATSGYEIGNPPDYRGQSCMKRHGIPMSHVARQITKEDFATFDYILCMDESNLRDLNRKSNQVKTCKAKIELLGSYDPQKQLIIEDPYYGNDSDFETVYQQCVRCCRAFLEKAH
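material = LMPTP-A | quantity = 0.625 nM enzyme | reagent = OMFP substrate, 400 µM final | buffer or medium = Bis-Tris pH 6.0, DTT, detergent | detection = endpoint fluorescence intensity from OMFP dephosphorylation | dosing = single 20 µM dose | read-out basis = % inhibition relative to no-enzyme and uninhibited control wells | control set = no-enzyme and uninhibited controls | timing = 50 min at room temperature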
PABP1 MLLE inh: blocks PAM2 peptide binding to the PABP1 MLLE domain | P11940 | GST-MLLE / FITC-PAM2 fluorescence polarization | inhibition, % at 20 µM | 360,000 compounds, 0.36% hits | AID 588489; in the data active = inhibition above about 35%, passing the limit was not always enough;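 also: plate controls were DMSO wells with GST-MLLE for no effect and wells lacking GST-MLLE protein for full effect; some results filed as inactive read as strong as hits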
CSN deneddyl inh: CSN deneddylation inhibition | Purified CSN, SCF-Nedd8-OG deneddylation, fluorescence polarization | inhibition, % at 12.5 µM | Q92905 | 360,000 compounds, 0.38% hits;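 active = pattern-corrected inhibition above about 35%, with an unprinted fluorescence ratio check between 0.5 and 1.5, limit read from the data, passing the limit was not always enough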;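 also: 0% = enzyme with substrate and 100% = substrate without enzyme; some results filed as inactive read as strong as hits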
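Schedule: reaction 90 min, room temperature / Assay system: HEK293T-derived human Csn5 enzyme / Input: Csn5 at 0.24 nM final / Measure: inhibition of Csn5 cleavage, % / Control set: substrate-only high control, full reaction low control / Technique: fluorescence polarization of the substrate / Buffer or medium: Tris/NaCl/DTT buffer, pH 7.5 / Reagent: SCFSkp2-Nedd8OG substrate at 10 nM final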
* hit, by the source's call; i = inactive; x = no result given; & = joins results of further samples.

Below each compound: Scp1 inh | NadD block | STEP inh | DNMT1 inh | SUMO1 PPI mod | Tb MetRS inh | Rpn11 inh | LMPTP block | PABP1 MLLE inh | CSN deneddyl inh
C=CCn1c(COc2cccc(C)c2)nnc1SCC(=O)NC(=O)NCc1ccco1
→ 46 | 12 | 3 | 12 | 0 | -0.7 | i | 5.3 | -90 | 4
CC1CCCCN1c1nnc(N)s1 (centres undefined)
→ 7 | -1 | 1 | 3 | 5 | -0.4 | i | -0.3 | -24 | 4
COc1ccc(CNC(=O)C(=O)N2CCC3(CC2)OCCN3S(=O)(=O)c2ccc(C)cc2)cc1
→ -3 | -3 | 0 | 1 | -2 | -0.5 | i | -1.3 | 5 | 5
O=C(NCc1cccnc1)C1CCN(S(=O)(=O)c2cccs2)CC1
→ -3 | 5 | -4 | -1 | -3 | -0.3 | i | -3.2 | -1 | -1
C/C(=N/NC(=O)c1ccco1)c1cccc(NC(=O)c2ccc(C)s2)c1
→ -13 | -3 | 2 | 3 | 3 | -0.1 | i | -0.1 | 1 | 0
CC(=O)N(Cc1cccc(Br)c1)c1ccc(N2CCOCC2)c(Cl)c1
→ -1 | 5 | 3 | -3 | -5 | 1.1 | i | 0.8 | 3 | -3
Fc1ccc(CSc2nnc(Cc3sc(-c4ccccc4)nc3-c3ccccc3)o2)cc1
→ -2 | -6 | 6 | -5 | 4 | 0.1 | i | 3.7 | -5 | 1
COc1ccc(/C=C/c2ccncc2)cc1OC
→ -8 | 5 | 4 | 1 | -16 | 0.7 | i | -2.2 | -13 | 2
COc1ccc(CN(C)C(=O)Cc2c[nH]c3ccccc23)c(OC)c1OC
→ -2 | -1 | 1 | -1 | 3 | -1.1 | i | 0.9 | 17 | -4
CC1(C)Cc2cccc(OCC(=O)Nc3cccnc3)c2O1
→ -3 | 1 | -1 | -1 | 0 | -0.2 | i | -1.4 | 6 | -9
CC(=O)Nc1ccc(S(=O)(=O)N2CCC(C(=O)N[C@@H](C)C(=O)NC3CCCC3)CC2)cc1
→ -1 | 5 | -2 | 3 | -3 | 0.5 | i | 0.4 | 1 | -1
COc1cccc(N/C=C/C(=O)c2ccc(Br)cc2)c1
→ -9 | 1 | 5 | -4 | -7 | -2.3 | i | 1.6 | -12 | 2
C[C@H]1CC[C@]2(O[C@@H](CCO)C[C@H](O)[C@H]2O)O1
→ -3 | -2 | -4 | 4 | -1 | -0.3 | i | -1.2 | 0 | 1
COc1ccc(-c2cc(C(=O)N3CCOCC3)c3cc(C)ccc3n2)cc1
→ -5 | 2 | 3 | -9 | -5 | -0.4 | i | -1.0 | -9 | 2
COc1cccc(-n2c(SCC(=O)NC3CC3)nc3ccccc3c2=O)c1
→ x | 3 | 0 | 2 | 2 | -0.2 | i | -0.4 | -36 | -5
Cc1cccc2c1ncc1c(=O)n(-c3ccccc3)[nH]c12
→ -7 | -6 | 0 | -1 | -15 | -0.9 | i | 0.8 | 3 | 1
CN1/C(=C/C2CC(=O)N(c3cccc4ccccc34)C2=O)C(C)(C)c2ccccc21 (centres undefined)
→ -6 | 12 | -2 | -7 | -4 | -0.2 | x | 1.9 | -40 | 19
CC(C)(C)NC(=O)CN(C(=O)CNS(=O)(=O)c1ccccc1)c1ccc2c(c1)OCCO2
→ -7 | -5 | 0 | -1 | -2 | -0.3 | i | -1.1 | -8 | -8
CCOC(=O)C1CCN(c2ncnc3c2c(-c2ccccc2)cn3-c2ccc(C)cc2)CC1
→ 12 | 12 | 0 | 3 | 3 | 0.3 | i | 3.4 | -3 | 9
COC(=O)c1cc2sc(Cl)cc2n1Cc1nc(-c2ccccc2)oc1C
→ -7 | -8 | 2 | 19 | -5 | -0.3 | i | 0.1 | -5 | 2
Cc1cc[n+](-c2[nH]c(=O)sc2/C=N/NC([S-])=Nc2ccccc2)cc1
→ 2 | 3 | 1 | 8 | 12 | -0.6 | i | -0.5 | 104 | -35
CC1CCN(S(=O)(=O)CCNC(=O)c2ccc(F)cc2)CC1
→ -7 | -3 | 2 | -1 | 3 | -0.4 | i | -1.7 | 0 | -3
CN(C)C(=O)CCC(=O)N1CCCC(C(=O)c2ccc(C(F)(F)F)cc2)C1 (centres undefined)
→ -2 | -1 | 4 | 3 | 2 | 0.6 | i | -0.7 | -9 | 1
O=C(Nc1ccccc1N1CCCCC1)c1ncoc1-c1ccc(F)cc1
→ -5 | 0 | 4 | 3 | -2 | -0.1 | i | 3.1 | 0 | 2
O=C1NC(=O)c2cc([N+](=O)[O-])cc3cccc1c23
→ 4 | -4 | 0 | 31 | -33 | -1.2 | i | -3.8 | -3 | 0
COc1cccc(CC(=O)Nc2ccc3nc(C)sc3c2)c1
→ -3 | -2 | -3 | -5 | 2 | -0.2 | i | 0.3 | 0 | -3
Cc1cccc(N(CC(=O)NCC2CCCO2)C(=O)CCC(=O)Nc2nccs2)c1 (centres undefined)
→ -5 | 0 | 4 | 1 | 3 | 0.2 | i | -0.9 | 0 | 5
Cn1ccc(C(=O)Nc2sc3c(c2C(N)=O)CCCCC3)n1
→ -7 | 2 | 3 | -1 | 13 | -0.1 | i | 1.3 | 32 | 4
CCN1CCN(Cc2ccc(NC(=O)c3cc(NC(=O)c4ccno4)cc(OC)c3)cc2C(F)(F)F)CC1
→ -6 | -3&5 | 0&2 | -11&-10 | -4&-3 | -1.3&0.4 | i | 0.0&0.7 | 5&-7 | 0&2
COc1cc(C(=O)Nc2ccc(C(=O)NCC3CCCO3)cc2)cc(OC)c1OC (centres undefined)
→ -6 | 1 | 2 | -2 | -2 | -1.1 | i | 0.8 | 5 | 3

Gathered by group, the entries above containing an aryl thioether with sulfur outside any ring.
Below each compound: Scp1 inh | NadD block | STEP inh | DNMT1 inh | SUMO1 PPI mod | Tb MetRS inh | Rpn11 inh | LMPTP block | PABP1 MLLE inh | CSN deneddyl inh
C=CCn1c(COc2cccc(C)c2)nnc1SCC(=O)NC(=O)NCc1ccco1
→ 46 | 12 | 3 | 12 | 0 | -0.7 | i | 5.3 | -90 | 4
Fc1ccc(CSc2nnc(Cc3sc(-c4ccccc4)nc3-c3ccccc3)o2)cc1
→ -2 | -6 | 6 | -5 | 4 | 0.1 | i | 3.7 | -5 | 1
COc1cccc(-n2c(SCC(=O)NC3CC3)nc3ccccc3c2=O)c1
→ x | 3 | 0 | 2 | 2 | -0.2 | i | -0.4 | -36 | -5

Of the compounds above, these contain a thiophene ring, fused or not.
Below each compound: Scp1 inh | NadD block | STEP inh | DNMT1 inh | SUMO1 PPI mod | Tb MetRS inh | Rpn11 inh | LMPTP block | PABP1 MLLE inh | CSN deneddyl inh
O=C(NCc1cccnc1)C1CCN(S(=O)(=O)c2cccs2)CC1
→ -3 | 5 | -4 | -1 | -3 | -0.3 | i | -3.2 | -1 | -1
C/C(=N/NC(=O)c1ccco1)c1cccc(NC(=O)c2ccc(C)s2)c1
→ -13 | -3 | 2 | 3 | 3 | -0.1 | i | -0.1 | 1 | 0
COC(=O)c1cc2sc(Cl)cc2n1Cc1nc(-c2ccccc2)oc1C
→ -7 | -8 | 2 | 19 | -5 | -0.3 | i | 0.1 | -5 | 2
Cn1ccc(C(=O)Nc2sc3c(c2C(N)=O)CCCCC3)n1
→ -7 | 2 | 3 | -1 | 13 | -0.1 | i | 1.3 | 32 | 4

Additional structures follow.
SMILES,Scp1 inh,NadD block,STEP inh,DNMT1 inh,SUMO1 PPI mod,Tb MetRS inh,Rpn11 inh,LMPTP block,PABP1 MLLE inh,CSN deneddyl inh
Cc1ccc2c(c1)Sc1c(ccc3ccccc13)N2,6,8,-1,-24,-16,-0.5,i,3.6,93,2
CC12CCC(=O)N1C(C(=O)Nc1ccccc1N1CCCCC1)CS2 (centres undefined),-5,-1,-4,-2,-19,-0.3,i,-7.8,12,-1
O=C1c2ccccc2C(=O)N1CCOCCN1C(=O)c2ccccc2C1=O,6,-4,0,0,-9,1.1,i,-2.4,-3,0
Nc1ccc(S(=O)(=O)c2ccc(N)c(N)c2)cc1,3,0,-1,2,-4,-1.0,i,0.5,-3,-15
CCc1nnc(NC(=O)C2CCN(C(=O)c3ccccc3C)CC2)s1,-2,-4,1,1,12,-0.1,i,-1.4,-2,0
O=C(NCc1cccs1)c1nc2ncccn2n1,1,1,3,3,0,0.6,i,-1.7,-7,-3
O=C(CCCn1c(=O)[nH]c2ccccc2c1=O)NCCSCc1ccccc1,-5,-1,-1,1,2,0.2,i,0.9,9,-8
CCCCC1=CC2=CC(=O)C(C)(OC(=O)CC)C(=O)C2=CN1c1cccc(C#N)c1 (centres undefined),2,5,0,-6,-7,0.0,i,-0.2,19,-1
CC1CCOC2(O1)C(=O)N(CN1CCN(c3ccccc3F)CC1)c1ccccc12 (centres undefined),3,-2,-2,1,2,0.0,i,-0.7,-5,-1
O=C1C(Cl)=C(Nc2ccc3cn[nH]c3c2)C(=O)c2ccccc21,1,11,3,13,7,-0.2,i,1.5,29,6
CCOCC(=O)Nc1cc([N+](=O)[O-])ccc1C,4,-2,-3,2,-8,-0.6,i,0.5,8,-4
COc1ccc(CNC(=O)CCNC(=O)C2CCN(S(=O)(=O)c3ccc(OC)cc3)CC2)cc1,x,2,1,-1,-2,-0.3,i,3.2,3,4
COc1ccc(-c2ccc(C(=O)NCc3ccc(F)c(F)c3)c3occc23)c(C)c1,x,-16,-1,-3,5,-0.2,i,5.4,0,-1
CC(N=C1NS(=O)(=O)c2ccccc21)C(=O)NCc1ccc(F)cc1 (centres undefined),25,-2,-1,-2,4,-0.2,i,-1.8,-26,-7
CCOC(=O)c1[nH]c(C)c(CN(CCc2ccc(OC)c(OC)c2)C(=O)CCCC(=O)O)c1C,-6,2,1,4,13,0.3,i,0.0,1,-4
O=C(NNc1cc(C(F)(F)F)nc2ccccc12)Nc1cccc(Cl)c1,-10,0,-4,3,-1,0.7,i,-1.1,-8,0
O=C(/C=C/c1cccs1)N1CCN(c2ccc(O)cc2)CC1,-5,-1,0,0,-10,-0.7,i,0.3,-11,-20
O=C(NCCc1ccccc1)C(=O)NCC1OCCN1S(=O)(=O)c1ccc(Br)cc1 (centres undefined),-9,-10,-2,-2,-1,-0.6,i,1.5,6,0
O=C(COc1ccc(Cl)cc1Br)NNC(=O)C(=O)N1CCCCC1,-7,2,-1,1,2,-0.4,i,-0.8,-3,4
